ATG4B inh = blocks human ATG4B protease cleavage of LC3 substrate | Q9Y4P1 | 340,000 compounds, 0.51% hits | ATG4B cleavage of LC3-PLA2, NBD-HPC fluorescence, 1 h | inhibition, % at 8.33 µM; in the data active = inhibition above about 40%
Target sequence (Q9Y4P1 whole entry, looked up): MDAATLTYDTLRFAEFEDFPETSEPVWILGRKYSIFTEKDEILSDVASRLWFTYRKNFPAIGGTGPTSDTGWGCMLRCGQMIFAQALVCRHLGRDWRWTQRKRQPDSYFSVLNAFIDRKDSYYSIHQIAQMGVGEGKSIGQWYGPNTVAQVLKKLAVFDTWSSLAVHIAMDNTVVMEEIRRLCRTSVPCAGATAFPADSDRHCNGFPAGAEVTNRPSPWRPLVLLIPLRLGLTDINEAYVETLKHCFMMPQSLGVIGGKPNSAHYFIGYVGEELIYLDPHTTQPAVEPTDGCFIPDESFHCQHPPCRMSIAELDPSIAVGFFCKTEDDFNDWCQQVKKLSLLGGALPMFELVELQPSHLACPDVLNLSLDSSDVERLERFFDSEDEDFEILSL
Active calls of the source: *.

compound	ATG4B inh
Cc1ccc(S(=O)(=O)N[C@H](C(=O)N2CCC(C(=O)N3CCC[C@H]3C(=O)O)CC2)C(C)C)cc1	-11
Nc1c(N(Cc2ccco2)C(=O)COc2ccc(Cl)cc2)c(=O)[nH]c(=O)n1Cc1ccccc1	-15
CCCCn1c(N)c(N(CC(C)C)C(=O)c2cc3ccccc3cc2OC)c(=O)[nH]c1=O	-5
CCOC(=O)c1sc(N)nc1C(F)(F)F	-7
Cc1ccc(SC2=C(N(C)C)C(=O)c3ccccc3C2=O)cc1	1
O=C(CC1C[C@H](C(=O)N2CCCCC2)[C@@]2(CCc3ccccc3)c3[nH]c4ccccc4c3CCN2C1=O)NCCc1ccccn1 (stereo partly drawn)	-15
COC1C(CO)OC(n2c3c(Cl)cccc3c3c4c(c5c6cccc(Cl)c6[nH]c5c32)C(=O)NC4=O)C(O)C1O (stereo not drawn)	-4
C=CCOC(=O)C1=C(C)NC(SCC(=O)OCC)=C(C#N)C1c1ccc(O)c(OC)c1 (stereo not drawn)	-6
O=C1C=CC(=O)N1CCCCCCCCCCN1C(=O)C=CC1=O	-4
CCOc1ccc2c(S(=O)(=O)O)cccc2c1[N+](=O)[O-]	-4
NC(=O)c1c(-c2ccc(Cl)cc2Cl)csc1NC(=O)Cc1ccccc1	-1
CN(NC(=O)NN(C)C(=O)c1ccccc1)C(=O)c1ccccc1	10
CC1C(C)N(C(=O)CCl)c2ccccc2N1C(=O)CCl (stereo not drawn)	-16
Cc1cccc(Nc2nnc(SCC(O)=C(C#N)c3nc4ccccc4[nH]3)s2)c1	-1
CN(C(=O)c1cccc(NC(=O)Cc2ccc(NC(=O)C3CCCN(C(=O)c4ccccc4)C3)cc2)c1)C1CCCCC1 (stereo not drawn)	-15
O=c1c2ccccc2oc2cc(Br)ccc12	-2
NC(=O)c1cc2ccc(O)cc2oc1=Nc1ccccc1	-1
COc1ccc(C(=O)NCC(c2ccco2)N2CCCCC2)cc1S(=O)(=O)Nc1ccc(C)cc1 (stereo not drawn)	-9
CCOC(=O)N1CCN(C(=O)C2CCN(C(=O)c3ccccc3C)CC2)CC1	-10
CC(=O)c1ccc(S(=O)(=O)N2CCN(CC(=O)Nc3ccnn3C3CCCC3)CC2)cc1	-2
O=C1C=C(Nc2cccnc2)c2ccccc2C1=O	7
N#CC(C#N)=C1C=C2C=C(N3CCOCC3)CCC2CC1 (stereo not drawn)	-161
Cc1cc(Br)ccc1NC(=O)CN(C)C(=O)C1CCN(c2ncnc3sc(C)c(C)c23)CC1	12
C=CCN1[C@@H](Cc2ccccc2)COCCS1(=O)=O	3
c1ccc(CCNCc2cccs2)nc1	0
Cc1ccc(S(=O)(=O)Nc2ccc3nc(C)oc3c2)cc1	8
COc1cc(/C=C/C(=O)OCC(=O)N(CC(C)C)c2c(N)n(Cc3ccccc3)c(=O)[nH]c2=O)ccc1O	-16
O=C1c2ccccc2C(=O)c2c1ccc(O)c2O	4
O=S(=O)(c1cc(Cl)ccc1Cl)N1CCc2ccccc21	4
COc1ccc(N/N=C(\C#N)C(=N)SCc2ccccc2)cc1	-2
O=C1NCC(c2ccccc2)(c2ccccc2)C(=O)N1	3
CCn1c(SCC(=O)Nc2cccnc2Cl)nnc1-c1ccccc1	0
CC(=O)Nc1ccc2c(c1)Cc1ccc(Cl)cc1-2	-1
Nc1c(-c2ccccc2)c(CSc2nc3ccccc3[nH]2)nn1-c1ccc(Cl)cc1	38
CC1=C(C)N(C)[C@H](c2ccccc2Br)[C@H](O)C1=O	4
O=C(NC(CSC(=O)c1ccccc1)C(=O)O)OCc1ccccc1 (stereo not drawn)	-1
CC(=O)Nc1cc2c(c([N+](=O)[O-])c1C)C(C)(C)CC2(C)C	1
Nc1nc2ccc(Oc3ccccc3)cc2s1	1
O=C1C(=O)c2c(ccc3ccccc23)-c2ccccc21	-17
Cc1ccc(S(=O)(=O)N2CCN(C(=O)COC(=O)CNC(=O)c3ccccc3F)CC2)c(C)c1	-46
COc1ccc(/C=C(\C#N)c2c[nH]c3ccccc23)cc1	4
COc1cc2nncc(SC)c2cc1OC	-7
O=C(N/N=C/c1ccc([N+](=O)[O-])o1)c1cc2c(ccc3ccccc32)o1	0
O=C(Cc1ccc(NC(=O)C2CCCN(C(=O)CCc3ccccc3)C2)cc1)Nc1cccc(C(=O)N2CCCC2)c1 (stereo not drawn)	-6
CC(=O)NC(CC(C)C)C(=O)NC(Cc1ccccc1)C(=O)CCl (stereo not drawn)	-2
Cc1ccccc1-c1nc2c3ccccc3nc(=S)n2[nH]1	5
CC1(C)Cc2c(c(N3CCCCC3)[nH]c(=S)c2C#N)CS1	-10
Cn1c(=O)c2[nH]c(NN=Cc3cccc(Br)c3)nc2n(C)c1=O	-9
Cc1ccc(NC(=O)c2oc3ccc(Br)cc3c2C)cc1S(=O)(=O)N1CCOCC1	-1
CC(=O)Nc1cccc(NC(=O)c2sc3ncn(CC(=O)N4CCCCC4)c(=O)c3c2C)c1	-5
CCOC(=O)c1c[nH]c2c(C(=O)c3ccccc3)cc(Cl)cc2c1=O	2
O=C(NNC(=O)c1cccc2ccccc12)c1ccc(Cl)cc1	-3
COC(=O)c1c[nH]c2c1-c1cc(C(=O)OCc3ccccc3)n(S(=O)(=O)c3ccc(C)cc3)c1C(=O)C2=O	-7
O=C(NCC(c1cccs1)N1CCOCC1)c1cc(S(=O)(=O)N2CCOCC2)ccc1Cl (stereo not drawn)	-62
CCOC(=O)c1ccc(S(=O)(=O)N2CCN(C3CC(=O)N(c4ccc(OC)cc4)C3=O)CC2)cc1 (stereo not drawn)	-8
Cn1c(=O)c2nc(SCc3ccccc3)n(C)c2n(C)c1=O	0
C#CCOCCOCCOCCNc1nc(N2CCN(C(=O)[C@H]([C@@H](C)CC)n3cc(CCC(=O)O)nn3)CC2)nc(N2CCN(C(=O)[C@H](CCCCN)n3cc(CCC(=O)O)nn3)CC2)n1	2
C[C@@H]1CN(S(=O)C(C)(C)C)[C@H](CCO)/C1=C\CCO (stereo partly drawn)	-1
CCN1CCC(O)(/C=C/c2ccc(C(C)C)cc2)C(C(=O)/C=C/c2ccc(C(C)C)cc2)C1 (stereo not drawn)	-2
O=c1oc(Nc2ccccc2Cl)nc2ccccc12	4

Reprinted at random: two records from the list.
compound	ATG4B inh
CCN1CCC(O)(/C=C/c2ccc(C(C)C)cc2)C(C(=O)/C=C/c2ccc(C(C)C)cc2)C1 (stereo not drawn)	-2
Cn1c(=O)c2nc(SCc3ccccc3)n(C)c2n(C)c1=O	0

(continued)
compound	ATG4B inh
C[C@H](NC(=O)c1ccco1)C(=O)Nc1nc(-c2ccccn2)cs1	-5
Cc1cc2c(SCC(=O)Nc3cccc(O)c3)ncnc2s1	5
COc1cc(C=NO)nc(-c2ccccn2)c1	-7
CC(C)c1ccc(OCc2cccc(C(=O)N/N=C/c3cccnc3)c2)cc1	-1
COC(=O)c1cc2c(=O)c3ccccc3oc2nc1C	-1
CC1CCN(c2ccc(/C=N\Nc3nncn3N)cc2[N+](=O)[O-])CC1	-4
O=C(N/N=C/c1cc(Cl)ccc1O)c1ccc(Br)cc1	5
CC1(C)CC(=O)C2=C(C1)OC(N)=C(C#N)C2c1cc2c(cc1[N+](=O)[O-])OCO2 (stereo not drawn)	-7
CC1CN(S(=O)(=O)c2cccc(C(=O)Nc3ccc(S(=O)(=O)Nc4ncccn4)cc3)c2)CC(C)O1 (stereo not drawn)	28
O=C(c1ccccc1)c1ccc(N2CCOCC2)cc1	1
COc1ccc(CN(C)CCCn2cnc(C(=O)Nc3ccc(C)c(C)c3)n2)cc1OC	-6
CC[n+]1ccc(/C=C/c2ccc(N(C)C)cc2)c2ccccc21	11
Cc1nc(N)sc1-c1ccccc1	3
CC(=O)C1C(C)CC2C3CCC4CC(=O)CCC4(C)C3CCC21C (stereo not drawn)	5
Cc1ccc(-c2nc3c(c(=O)[nH]c(=O)n3Cc3ccccc3)n2Cc2ccccc2)o1	-5
COc1ccc(OCCN2CCCC2)cc1Nc1nnc(Cl)c(Nc2ccccc2S(C)(=O)=O)n1	1
Cc1ccc2c(c1C)-c1c(ccc(C)c1C)C(=O)C2=O	32
CCOC(=O)CN1CC(C)(C)N(CC(=O)OCC)CC1(C)C	-3
C[N+](C)(CCOc1ccccc1)Cc1ccccc1	-3
CCOc1ccccc1NC(=O)Nc1ccc(OC)nc1	-1
CCN(CC(=O)NCc1cccs1)C(=O)c1ccc(N(C)S(=O)(=O)c2ccc(C)cc2)cc1	-7
Nc1cc2[nH]c(=O)c3ccccc3c2cc1[N+](=O)[O-]	3
Cc1ccc(S(=O)(=O)N(C)c2ccc(OCC(=O)Nc3cc(C(=O)O)ccc3Cl)cc2)cc1	14
O=C(O)CSc1cc(C(=O)c2ccccc2O)cn2c(=O)c3c4c(sc3nc12)CCCC4	5
CN(C)c1ccc(C=NNC(=O)c2cccnc2)cc1	5
O=S(=O)(c1ccccc1)N1CCC(O)(CN2CCN(c3ccccc3)CC2)CC1	3
Cc1ccc(N2C(=O)c3ccccc3C2=O)nc1	-4
COc1ccccc1C=NN1C(=O)CSC1=S	-4
O=c1cc(-c2ccccc2)oc2cc(O)ccc12	-12
CCCC(=O)NC1CCc2cc(OC)c(OC)c(OC)c2-c2ccc(OC)c(=O)cc21 (stereo not drawn)	5
O=C(O)c1ccc(N=C2c3ccccc3-c3ccccc32)cc1	0
CC(=O)c1cc(C)c(OC(=O)c2ccccc2)c(C)c1	0
N#CC12C(=O)NC(=O)C1(C#N)C21CCCC1 (stereo not drawn)	4
O=C(Nc1ccc(Nc2ccncc2)cc1)c1ccc(Nc2ccnc3ccc([N+](=O)[O-])cc23)cc1	23
COC(=O)c1ccc(S(=O)(=O)N2C3CCC2CC(NC(=O)NC2CCCCC2)C3)cc1 (stereo not drawn)	-8
Fc1ccc(NC(=S)NN=Cc2ccccc2Cl)cc1	0
COc1cc(C(=O)c2ccc3c(c2)OCO3)cc(OC)c1OC	-11
CCOC(=O)C1(CCC(=O)OCc2ccccc2)CCCCC1=O (stereo not drawn)	0
CC(=O)C(=Cc1ccc(O)cc1)C(C)=O	-7
O=C(CSc1nnc(-c2cccs2)o1)N1CCOCC1	-9
CCCCN1C(=O)C(C(=O)OCC)CC2=C1CCCC2=O (stereo not drawn)	-5
CN(C)CCC(C(=O)c1ccccc1)c1ccccn1 (stereo not drawn)	0
CCC12CN3CC(CC)(CN(C1)C3c1c(O)ccc3ccccc13)C2=O (stereo not drawn)	3
COc1ccc(-c2ccc3c(c2)[C@@H]2C[C@H](N(C)S(=O)(=O)c4ccccc4)[C@H]([C@H](C)O)C(=O)N2CC3)cc1	-3

Compounds from the list above that have an NH in an aromatic ring:
compound	ATG4B inh
Nc1c(N(Cc2ccco2)C(=O)COc2ccc(Cl)cc2)c(=O)[nH]c(=O)n1Cc1ccccc1	-15
CCCCn1c(N)c(N(CC(C)C)C(=O)c2cc3ccccc3cc2OC)c(=O)[nH]c1=O	-5
O=C(CC1C[C@H](C(=O)N2CCCCC2)[C@@]2(CCc3ccccc3)c3[nH]c4ccccc4c3CCN2C1=O)NCCc1ccccn1 (stereo partly drawn)	-15
COC1C(CO)OC(n2c3c(Cl)cccc3c3c4c(c5c6cccc(Cl)c6[nH]c5c32)C(=O)NC4=O)C(O)C1O (stereo not drawn)	-4
Cc1cccc(Nc2nnc(SCC(O)=C(C#N)c3nc4ccccc4[nH]3)s2)c1	-1
COc1cc(/C=C/C(=O)OCC(=O)N(CC(C)C)c2c(N)n(Cc3ccccc3)c(=O)[nH]c2=O)ccc1O	-16
Nc1c(-c2ccccc2)c(CSc2nc3ccccc3[nH]2)nn1-c1ccc(Cl)cc1	38
COc1ccc(/C=C(\C#N)c2c[nH]c3ccccc23)cc1	4
Cc1ccccc1-c1nc2c3ccccc3nc(=S)n2[nH]1	5
CC1(C)Cc2c(c(N3CCCCC3)[nH]c(=S)c2C#N)CS1	-10
Cn1c(=O)c2[nH]c(NN=Cc3cccc(Br)c3)nc2n(C)c1=O	-9
CCOC(=O)c1c[nH]c2c(C(=O)c3ccccc3)cc(Cl)cc2c1=O	2
COC(=O)c1c[nH]c2c1-c1cc(C(=O)OCc3ccccc3)n(S(=O)(=O)c3ccc(C)cc3)c1C(=O)C2=O	-7
Cc1ccc(-c2nc3c(c(=O)[nH]c(=O)n3Cc3ccccc3)n2Cc2ccccc2)o1	-5
Nc1cc2[nH]c(=O)c3ccccc3c2cc1[N+](=O)[O-]	3

Screening data (PubChem)

Not all compounds are listed; count on the stated rates, not on these rows.
